GRP78 ERSR act: ER stress response induction in glioma; U87-MG GRP78 promoter luciferase reporter, 16 h; AID 602332; actives 0.02% (n = 420,000); Potency, µM, inactives show at the highest dose activation, actives largely listed as activators; note: potency is the fitted concentration of half-maximal effect; series mostly up to about 76 µM; % of control where 0% means no effect; nearly all actives have a fitted effect of over 35% in size
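Stably transfected U87-MG glioma cells carrying a GRP78-based luciferase sensor; 16 h compound incubation. Luminescence end-point read 10 min after Bright-Glo addition at room temperature.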
RXFP1 antagonist: antagonists of human relaxin receptor RXFP1 | actives 0.59% (n = 350,000) | HEK293-RXFP1, relaxin-stimulated cAMP HTRF, 30 min; hits give low values | AID 1259400 | activity change, negative = inhibition, % at 57.5 µM | Q9HBX9;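 active = activity change of -60% or lower, but not beyond a set lower limit; inconclusive = change between -60% and -40%, or beyond the set limit; inactive = change above -40%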; note: % is set by controls: 0 for no effect and ±100 for the full control effect
Target sequence (Q9HBX9 whole entry, looked up): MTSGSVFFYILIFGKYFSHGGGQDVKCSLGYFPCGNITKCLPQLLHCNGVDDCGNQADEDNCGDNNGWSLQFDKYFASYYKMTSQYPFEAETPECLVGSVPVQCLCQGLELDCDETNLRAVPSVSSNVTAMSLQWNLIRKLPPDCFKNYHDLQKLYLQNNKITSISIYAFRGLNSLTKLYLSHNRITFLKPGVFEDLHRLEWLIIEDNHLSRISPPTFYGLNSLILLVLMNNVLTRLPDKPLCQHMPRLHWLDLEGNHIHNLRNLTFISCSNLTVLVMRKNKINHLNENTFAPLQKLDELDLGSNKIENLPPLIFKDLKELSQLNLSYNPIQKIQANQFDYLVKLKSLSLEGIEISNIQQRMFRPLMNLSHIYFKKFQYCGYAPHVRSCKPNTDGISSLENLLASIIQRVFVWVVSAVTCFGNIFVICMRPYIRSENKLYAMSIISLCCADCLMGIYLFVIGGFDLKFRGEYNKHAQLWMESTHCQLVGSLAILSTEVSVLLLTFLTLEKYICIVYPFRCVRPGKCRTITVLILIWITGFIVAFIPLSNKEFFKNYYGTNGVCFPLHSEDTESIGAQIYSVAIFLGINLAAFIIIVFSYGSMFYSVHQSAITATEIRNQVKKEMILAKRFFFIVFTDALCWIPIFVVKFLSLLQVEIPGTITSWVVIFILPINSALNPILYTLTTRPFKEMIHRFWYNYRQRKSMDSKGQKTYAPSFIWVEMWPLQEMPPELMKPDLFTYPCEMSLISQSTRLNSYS
Vif-APOBEC3G blk: blocks the Vif interaction with human APOBEC3G; Q9HC16; HeLa A3G-eYFP + Vif (tagged APOBEC3G with the HIV-1 protein that degrades it), YFP fluorescence, overnight; Potency, µM (titrated, usually from 46.1 µM), for inactives: top-dose activity, negative = active, hits mostly inhibitors; actives 0.076% (n = 410,000); AID 602310;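 note: potency is the fitted concentration of half-maximal effect; % is set by controls: 0 for no effect and ±100 for the full control effect; nearly all actives have a fitted effect of over 60% in size; hits raise eYFP signal because A3G escapes Vif-driven loss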
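Read-out is eYFP fluorescence (Ex 488/Em 500-530) from Vif-expressing HeLa A3G-eYFP cells; more signal means A3G escaped Vif-mediated degradation. Cells plated overnight, compound pinned in, incubated overnight at 37 deg C.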
D2 potentiator: D2 dopamine receptor (human) potentiation. P14416. HEK293 T-REx D2, calcium flux, EC20 dopamine potentiation. potentiation, % at 10 µM. actives 0.34% (n = 340,000). AID 485347;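 active = potentiation over 3 SD above the plate norm, cut at about 30% in these data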; note: 0% is about no effect
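Potentiation of an EC20 dopamine calcium response measured kinetically over 180 s, after a preceding 180 s compound-only read flagging agonists. Cells: inducible Hek293 Trex D2 line, 4000/well, cultured overnight at 30 C before dye loading.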
D1 antagonist: antagonists of human D1 dopamine receptor | actives 3.2% (n = 360,000) | P21728 | activity change, negative = inhibition, % at 10 µM | HEK293 TREx D1 cells, calcium flux, dopamine EC80; hits give low values; in the data active = activity change below about -30%; note: % is set by controls: 0 for no effect and ±100 for the full control effect
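Cells carrying a force-coupled, tetracycline-inducible human D1 receptor report calcium flux. Each well gets a 10 s baseline, compound with 180 s monitoring, then an EC80 dopamine stimulus with a second 180 s kinetic read.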
Vif-A3F inh: inhibitors of Vif-A3F interaction. Potency, µM (highest dose often 46.1 µM), for the others: at the top dose activity, negative = active. actives 0.2% (n = 390,000). HeLa A3F-eYFP + Vif (tagged APOBEC3F with the HIV-1 protein that degrades it), YFP fluorescence increase. AID 602313; note: potency is the fitted concentration of half-maximal effect; % of control where 0% means no effect; nearly all actives have a fitted effect of over 65% in size
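HeLa cells stably expressing Vif plus C-terminally eYFP-tagged A3F were seeded, incubated overnight at 37 deg C, dosed with compound, incubated overnight again at 37 deg C. Yellow fluorescence (Ex 488/Em 500-530) reported blocked Vif-mediated A3F-eYFP degradation.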
D1 PAM: human D1 dopamine receptor positive modulation. actives 0.036% (n = 360,000). AID 504651. P21728. potentiation, % at 10 µM. HEK293 TREx D1 cells, calcium flux, dopamine EC20 potentiation; in the data active = potentiation above about 30%; note: 0% is about no effect
D1 ag: agonists of human D1 dopamine receptor | HEK293 T-REx D1 cells, calcium flux, agonist mode | actives 1% (n = 360,000) | activation, % at 2 µM | AID 504660 | P21728; in the data active = activation above about 30%; note: 0% is about no effect
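Agonism was scored from calcium flux recorded over 180 s (1 read/s) after pintool compound addition, following a 10-cycle baseline. Cells were inducible force-coupled HEK293 TREx D1, plated overnight at 30 C and loaded with no-wash calcium dye.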
RXFP1 agonist: RXFP1 (human) receptor agonism | Q9HBX9 | HEK293T-RXFP1 cAMP TR-FRET, 30 min; response scale: percent of porcine relaxin response, buffer zero | Potency, µM (titrated, usually from 57.5 µM), without a hit: at the top dose activation, usual class: activators | actives 0.3% (n = 370,000); note: potency is the fitted concentration of half-maximal effect; % is set by controls: 0 for no effect and ±100 for the full control effect; nearly all actives have a fitted effect of over 60% in size; many of its hits are not listed in these tables
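HEK293T cells stably expressing RXFP1 were pretreated with the PDE4 inhibitor Ro 20174, exposed to compounds for 30 min at 37C, lysed, and cAMP was read by TR-FRET. Data normalized to buffer (basal) and 29 nM porcine relaxin (100%).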
* hit, by the source's call; ? = inconclusive; · = no result given; & = joins results of further samples. Unless noted, calls come from the whole dose curve; as a rule, active = well fitted curve in the direction sought with a large enough effect; inconclusive = small, poorly fitted or top-dose-only effect, or another doubt; inactive = no such curve, though single readings can be large; an effect the other way counts as inactive or inconclusive.

structure,GRP78 ERSR act,RXFP1 antagonist,Vif-APOBEC3G blk,D2 potentiator,D1 antagonist,Vif-A3F inh,D1 PAM,D1 ag,RXFP1 agonist
Cc1nc(SCC(=O)Nc2ccc3c(c2)OCCO3)nc(C)c1C,3%,-22,-14%,-5,-4,12%,11,3,2.7%
CCOc1cc(NC(=S)NCC2CCCO2)c(OCC)cc1NC(=O)c1cccc(C)c1 (stereo not drawn),-3%,-5,-4%,0,56,-6%,-4,4,0.9%
CCC(O)c1cc2c(cc1NC(=O)c1cccc(Br)c1)OCCO2 (stereo not drawn),-4%,·,1%,3,5,-2%,-3,3,1.5%
CCN(C(=O)CSc1nc2ccccc2n1C)C1CCS(=O)(=O)C1 (stereo not drawn),0%,-5,2%,-11,-4,-1%,14,2,3.7%
Cc1ccc(CN2CCN(Cc3nc(C(C)C)cs3)CC2CCO)cc1 (stereo not drawn),-3%,1,-1%,-30,5,1%,2,7,2.3%
CCOC(=O)c1nnn(-c2nonc2N)c1-c1cccc2ccccc12,-4%,-4,?,12,-1,-11%,-8,1,-0.6%
Cc1cc(C(=O)CSc2ncnc3ccccc23)c(C)n1C1CC1,6%,6,0%,-5,-13,-8%,-7,3,6.5%
Nc1nc(-c2ccc3c(c2)CCO3)cs1,1%,-11,-4%,4,14,1%,4,10,0.2%
Cc1cc(NC(=O)c2ccccc2)nc(C)n1,?,-17,-9%,-2,-15,16%,-1,2,0.7%
O=C(CCC1CCCCC1)Nc1c2c(nn1-c1ccc(F)cc1)CS(=O)C2 (stereo not drawn),-6%,0,1%,16,-3,-3%,11,2,1.3%
O=C(O)C1=NN(c2ccccc2)C(=O)CC1,-2%,-1,6%,·,-18,?,-2,1,-1.6%
O=C(CN(Cc1ccccc1F)C(=O)c1csnn1)NC1CCCCC1,-2%,5,-3%,4,-6,-12%,-2,0,0.7%
Cc1cc(C)n2nc(SCCCC(=O)c3ccc(F)cc3)nc2n1,6%,-10,-6%,3,3,2%,-3,1,1.9%
Clc1ccc(OCc2nnc(SCc3nnc(-c4ccccc4)o3)o2)c(Cl)c1,5%,6,-4%,6,-18,-8%,-2,35*,2.7%
CC1CN(S(=O)(=O)c2cccc(C(=O)OCC(=O)Nc3ccc4c(c3)OCO4)c2)CC(C)O1 (stereo not drawn),8%,-2,1%,-10,-6,3%,-10,0,3.3%
COc1cc(NCc2ccccc2)c2ncn(C(C)C)c2c1,-5%,·,-2%,12,10,5%,0,-2,1.8%
Nc1ccc(C(CC(=O)O)n2cccc2)cc1 (stereo not drawn),0%,-4,1%,-3,-8,-4%,-3,4,-1.5%
CCOC(=O)N1CCN(C(=O)c2cn(C)c3ccc(S(=O)(=O)N4CCC(C)CC4)cc3c2=O)CC1,-4%,-24,-1%,3,-19,9%,-3,0,0.4%
N#CC[C@H](Cc1ccccc1)N1CC[C@@H](NC(=O)OCc2ccccc2)CCC1=O,-3%&-2%,·,1%&-1%,3,1,0%,-4,0,-2.5%
O=C(CNc1cccc(C(F)(F)F)c1)N/N=C/c1cn(-c2ccccc2)nc1-c1ccccc1,?,9,-1%,7,-8,-19%,-8,0,-0.7%
COc1ccccc1NS(=O)(=O)c1cc(C(=O)NCCN2CCOCC2)ccc1Cl,-3%,-2,1%,-5,10,0%,1,1,-0.9%
N=C1C2=C3Sc4ccccc4N3CCCC2=NN1c1cccc(S(=O)(=O)O)c1,-5%,-16,3%,5,4,-10%,-4,6,0.9%
COc1cc(CO)ccc1OCc1nnnn1-c1ccc(C)cc1,2%,-4,3%,·,-3,-9%,-4,2,0.2%
CCN1C(=O)NC(c2cc(Br)ccc2OC)C(C(=O)OC)=C1C (stereo not drawn),-8%,-5,1%,30,12,0%,-5,5,0.0%
CN(C)c1cccc(C(=O)Nc2nnc(Cc3ccccc3)s2)c1,3%,-15,-3%,17,5,?,2,3,2.4%
Cc1ccc(NC(=O)N2CCC(CN3CCCCC3)CC2)c(Cl)c1,-1%,-1,-1%,-18,6,-7%,-1,-2,0.1%
COc1ccc(N2CCN(CCCNC(=O)C3(S(=O)(=O)c4ccc(Cl)cc4)CC3)CC2)cc1,-4%,3,-1%,·,3,0%,1,1,-1.0%
CCCc1c(C(=O)Nc2ccc(C(F)(F)F)cc2)cnn1-c1ccccc1,-6%,-10,-3%,-6,-21,-4%,0,7,-2.6%
CC1(C)CC(=O)C(C=NCC2CCN(C(=S)Nc3ccccc3)CC2)=C(O)C1,-5%,-7,-3%,-1,-2,4%,0,2,-0.2%
COc1ccc(C=C2OC(=O)C(C(C)=O)=C2O)cc1,-11%,-1,1%,·,·,-10%,·,·,·
O=C(Nc1ccccc1)C1=C[C@H](c2coc3ccccc3c2=O)C[C@H](OCc2ccc(CO)cc2)O1,-3%,·,-5%,5,-6,3%,6,0,-0.1%
CCCN(Cc1cc2ccc(C)cc2[nH]c1=O)S(=O)(=O)c1ccccc1,-3%,-4,7%,-14,-15,3%,-2,1,-0.6%
Nc1cc(=O)c2[nH]cnc2[nH]1,-5%,0,0%,·,·,-9%,·,·,·
CCOC(=O)C1CCCN(C(=O)COc2ccc(S(=O)(=O)N3CCOCC3)cc2)C1 (stereo not drawn),-1%,-12,0%,·,·,-16%,·,·,·
CC(O)C(=O)N/N=C/c1cccc(Cl)c1Cl (stereo not drawn),9%,7,-5%,-3,-9,-1%,-8,2,-0.4%
O=C(Nc1cccc(NC(=O)c2ccc(Br)cc2)c1)c1ccccc1,-6%&-4%,-15&-26,0%&-3%,-7&3,0&-11,15%&-3%,-9&-2,0&2,-2.1%&4.6%
CC(C)CN1CCC(=O)N([C@H](CSc2ccccc2)Cc2ccccc2)CC1,-1%&-6%,·,1%&-5%,·,16,7%,-1,0,-1.7%
CC(=O)Oc1cccc2c1C(=O)C1CC=CC(OC(C)=O)C1C2=O (stereo not drawn),-3%,2,0%,·,·,-1%,·,·,·
COc1ccc(C(C)=O)cc1CSc1nc(NCc2ccc(Cl)cc2)c2ccccc2n1,-2%,-8,-6%,3,-16,-3%,-4,4,15%
Cc1cc(C)c2c(C(C)(C)C)nn(-c3ccccc3)c2n1,-3%,-19,-6%,-10,5,-7%,5,1,1.0%
Cn1c(=O)oc2cc(S(=O)(=O)CCC(=O)N3CCN(c4cccc(Cl)c4)CC3)ccc21,1%,-4,1%,-9,-18,-2%,-7,2,-3.0%
CCCCNC(=O)c1c(C)cc(=O)oc1C,-3%,-7,3%,8,0,-5%,1,1,-0.5%
Cc1ccc(C(C)C)c(OCCCN(C)Cc2ccccc2)c1,-5%,-34,-4%,-28,2,-6%,-4,8,-1.2%
COc1ccc2nc(N(Cc3cccnc3)C(=O)CCc3ccccc3)sc2c1,-2%,-16,6%,-8,·,-18%,-4,11,0.0%
COCc1cc(C)nc2sc(C(=O)N3CCCC3)c(N)c12,-2%,-11,1%,5,11,2%,8,4,1.7%
Cc1ccc(N2C(=O)[C@@H]3C(C(=O)CCN4C(=O)c5ccccc5C4=O)=NN[C@@H]3C2=O)cc1,0%,-22,-6%,1,1,-9%,0,3,0.0%
Cc1ccc(CN(C(=O)CNC(=O)c2cccs2)C(C(=O)NCC2CCCO2)c2ccccc2)cc1 (stereo not drawn),-1%,-2,-3%,1,24,0%,-3,3,1.2%
CCOC(=O)/C=C1\SCC(=O)N1CC(O)CN1C(=O)CS/C1=C/C(=O)OCC (stereo not drawn),-5%,-32,-8%,·,·,-5%,·,·,·
CN(C(=O)COC(=O)c1nc(Cl)c(Cl)c(Cl)c1Cl)C1CCS(=O)(=O)C1 (stereo not drawn),-15%,-9,?,-9,0,-1%,5,0,15%
CCCn1c(CCc2ccccc2)nnc1SCC(=O)N1CCCC1,-4%,-4,2%,0,-17,-7%,-4,1,1.3%
COc1cccc(N2CCN(S(=O)(=O)c3cn(C)cn3)CC2)c1,11%,30,1%,-5,8,-3%,1,3,-1.9%
C=C1C(C(=O)N2CCN(C)CC2)C1C(=O)N1CCN(C)CC1 (stereo not drawn),-4%,-19,1%,11,13,-2%,-7,3,-0.1%
CCOCCCNC(=O)CSc1nc2nc(C)c(Cc3ccccc3)c(C)n2n1,-2%,-23,3%,18,7,-4%,0,13,2.9%
O=C(Cc1ccc(Cl)cc1)Nc1ccc2oc(=O)ccc2c1,-1%,-7,-5%,4,-30,0%,-8,13,-0.7%
CSCCC(NC(=O)c1cc(S(=O)(=O)N2CCOCC2)ccc1F)c1nc2ccccc2[nH]1 (stereo not drawn),-5%,5,1%,3,-9,1%,-3,1,-1.2%
CCOC(=O)c1cc(-c2ccccc2)sc1NC(=O)COC,-2%,17,-7%,0,7,6%,-3,11,-5.6%

Next entries follow.
structure,GRP78 ERSR act,RXFP1 antagonist,Vif-APOBEC3G blk,D2 potentiator,D1 antagonist,Vif-A3F inh,D1 PAM,D1 ag,RXFP1 agonist
O=C(NCc1nc2ccccc2[nH]1)C1=C[C@H](C2CCCCC2)C[C@H](OCc2ccc(CO)cc2)O1,-3%,·,0%,7,5,9%,-4,5,-2.5%
Cc1ccc(N2CCN(C(=O)c3cc(S(=O)(=O)N4CCCCC4)c[nH]3)CC2)c(C)c1,-12%,-19,-5%,-4,2,4%,5,0,0.8%
O=C(COC(=O)/C=C/c1ccc(OC(F)F)cc1)NC1CCCCCC1,-4%,-3,-4%,·,·,6%,·,·,·
COc1ccc(Nc2nc3ccc(C)cn3c(=O)c2/C=N/O)cc1,-5%,-13,12%,7,20,-7%,8,3,-0.7%
CCCCCCNC(=O)C(C#N)c1nc2ccccc2nc1N1CCOCC1 (stereo not drawn),-6%,-8,-5%,4,-8,?,11,24,0.8%

Source: PubChem

Some of the compounds tested; count on the stated rates, not on these rows.
